SF-1 act: activates the human nuclear receptor SF-1 | Q13285 | CHO-K1 Gal4-SF-1 LBD luciferase reporter; % increase over DMSO SF-1-specific signal | activation, % at 10 µM | 1.9% of 65,000 active | AID 522;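 active means activation above the mean activation of all tested compounds plus 3 SD, cut at about 50% in these data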
Target sequence (Q13285 whole entry, looked up, the tested form may be a part): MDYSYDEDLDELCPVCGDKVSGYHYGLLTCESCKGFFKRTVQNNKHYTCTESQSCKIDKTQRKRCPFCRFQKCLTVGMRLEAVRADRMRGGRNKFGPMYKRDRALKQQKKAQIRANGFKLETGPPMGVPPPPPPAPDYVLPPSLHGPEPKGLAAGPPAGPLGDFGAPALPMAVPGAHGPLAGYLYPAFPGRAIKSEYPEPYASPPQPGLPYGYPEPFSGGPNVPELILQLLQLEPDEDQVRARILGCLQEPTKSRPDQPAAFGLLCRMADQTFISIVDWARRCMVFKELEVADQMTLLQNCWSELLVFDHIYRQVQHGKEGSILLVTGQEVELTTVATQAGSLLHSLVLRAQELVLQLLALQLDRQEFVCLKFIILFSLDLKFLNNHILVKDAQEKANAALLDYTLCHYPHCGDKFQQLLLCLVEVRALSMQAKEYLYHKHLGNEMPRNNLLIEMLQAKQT
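Material: Transient Gal4-SF-1 LBD reporter, CHO-K1 | Input: 4,000 cells/well | Dosing: One dose, 10 µM compound, 1% DMSO | Incubation: 20 h compound treatment, 37 °C | Detection: SteadyLite luciferase luminescence | Evaluation: Percent activation relative to DMSO median and mock-transfected background | Benchmarks: DMSO-treated SF-1-transfected cells as negative, DMSO-treated mock-transfected cells lacking SF-1 as background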
NADH coupling: blocks coupling enzymes of NAD/NADH assays; 0.02% of 65,000 active; coupled PK/LDH NADH assays, four targets; IC50, µM (highest dose often 10 µM), inactives show at the highest dose inhibition;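 active means single-dose screening hits from any of four coupled enzyme assays that gave an IC50 when retested across doses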;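 further: the DPM-DC format reads NADH fluorescence rather than 340 nm absorbance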
HTR1E antagonist: 5-HT1E (human) receptor antagonism; CHO 5-HT1E Ga15 NFAT-bla reporter, FRET, antagonist; inhibition, % at 6 µM; 0.99% of 65,000 active;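 active means inhibition above a set limit, the mean inhibition across every tested compound plus 3 SD, cut at about 29% in these data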;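 further: signal is the 460 over 535 nm emission ratio of beta-lactamase substrate; 0% = agonist plus DMSO wells and 100% = wells without agonist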
Target sequence (P28566 whole entry, looked up): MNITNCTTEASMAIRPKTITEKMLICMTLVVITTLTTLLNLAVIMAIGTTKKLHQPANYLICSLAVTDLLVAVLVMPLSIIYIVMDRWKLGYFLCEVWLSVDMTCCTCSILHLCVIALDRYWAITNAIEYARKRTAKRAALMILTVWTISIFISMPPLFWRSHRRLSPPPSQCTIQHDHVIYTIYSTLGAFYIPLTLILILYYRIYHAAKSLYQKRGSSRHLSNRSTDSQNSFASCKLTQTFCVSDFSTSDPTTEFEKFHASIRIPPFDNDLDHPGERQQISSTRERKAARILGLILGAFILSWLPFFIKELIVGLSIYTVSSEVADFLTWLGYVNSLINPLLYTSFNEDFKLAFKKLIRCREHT
5HT1a ag: agonists of human 5-HT1a serotonin receptor; P08908; CHO 5-HT1a Ga15 NFAT-bla reporter, FRET ratio; 0% basal, 100% maximal reference agonist; activation, % at 10 µM; 0.56% of 65,000 active;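 active means activation above the screen-wide mean activation plus 3 SD, cut at about 19% in these data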;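 further: 0% = DMSO wells and 100% = 5-CT at EC100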
5HT1a antag: blocks the human serotonin 5-HT1a receptor; P08908; CHO 5-HT1a Ga15 NFAT-bla reporter, antagonist mode; inhibition, % at 10 µM; 0.68% of 62,000 active; AID 612;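 active means inhibition above the mean of all tested compounds plus 3 SD, cut at about 43% in these data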;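 further: receptor stimulated by 5-CT agonist at 100 nM near EC80; beta-lactamase reporter measured by ratiometric fluorescence of a cleavable substrate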
RORa activator: RORA (human) activation. P35398. CHO-K1 Gal4-RORA LBD luciferase reporter, luminescence; percent increase over mock-subtracted basal signal. activation, % at 10 µM. 1.5% of 65,000 active. AID 560;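 active means activation above the mean of all tested compounds plus 3 SD, cut at about 49% in these data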;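 further: 0% = DMSO-treated RORA cells and 100% = added signal equal to DMSO minus mock-transfected cells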
MMP-13 inhibitor: MMP13 (human) collagenase inhibition; 0.07% of 65,000 active; MMP-13 fTHP FRET cleavage, Mca fluorescence; inhibition, % at 4 µM; P45452;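 active means inhibition above the mean of compound-free control plate wells plus 3 SD, cut at about 14% in these data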;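 further: 0% = DMSO wells and 100% = wells with reference MMP-13 inhibitor after basal subtraction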
Ecoli tolC: growth inhibitors of E. coli BW25113 tolC mutant; AID 573; 2.2% of 65,000 active; OD615; growth inhibition, % at 10 µM (by protocol);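 active means growth inhibition at or above a cutoff equal to the mean over every tested compound plus 3 SD, cut at about 60% in these data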;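 further: growth measured after 20 h incubation at 37 °C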
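Test system: tolC-deleted E. coli BW25113; medium: LB with kanamycin 50 µg/mL; compound: single-point testing at 10 µM; incubation: 20 h compound exposure of bacteria at 37 °C; signal: OD at 615 nm; evaluation: growth inhibition in percent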
HTR1E agonist: 5-HT1E (human) receptor agonism; P28566; CHO 5-HT1E Ga15 NFAT-bla reporter, FRET; 0% DMSO wells, 100% control agonist wells; activation, % at 6 µM; 0.69% of 65,000 active; AID 574;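 active means activation above a set limit, the screen-wide mean activation plus 3 SD, cut at about 8.5% in these data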;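 further: 100% = positive control agonist at 1 µM giving full maximal response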
* = called active by the depositor; · = no result given; [ ] = remark or other dose.

smiles	SF-1 act	NADH coupling	HTR1E antagonist	5HT1a ag	5HT1a antag	RORa activator	MMP-13 inhibitor	Ecoli tolC	HTR1E agonist
COCC(=O)N(Cc1cc2ccc(C)cc2[nH]c1=O)c1ccc(OC)cc1	-10.0	3.0%	2.3	0.8	-1.7	-17.6	-3.9	5.9	-0.6
CSc1ccccc1NC(=O)C1CCCO1 (centres undefined)	-3.7	2.0%	-11.8	-1.4	2.2	12.9	6.0	11.9	0.5
O=C(COc1ccccc1)N1CCc2ccccc2C1	8.1	0.0%	-1.4	-0.6	-6.4	18.5	1.4	4.4	0.1
O=S(=O)(c1cccc(-c2cn3cccnc3n2)c1)N1CCCCCC1	10.3	9.0%[fluoresces]	-4.6	-1.7	-3.4	6.2	-198.7[fluorescence artefact?]	0.7	-0.8
CCN(CC)CCn1c(O)c(N=O)c2ccccc21	-5.9	2.0%	13.7	4.2	·	-30.0	2.9	6.3	-1.1
CC(C)CN1C(=O)c2ccc(C(=O)Nc3nccs3)cc2C1=O	21.0	3.0%	-5.8	0.7	2.3	23.5	-9.6	-0.3	0.1
CCN1C(=O)N(CN2CCOCC2)C2C1N(CN1CCOCC1)C(=O)N2CC (centres undefined)	-16.4	6.0%	-1.1	0.4	5.9	31.9	-12.7	-5.2	0.0
COc1ccc(OC)c(NC(=O)C2CC(=O)n3ncnc3N2)c1 (centres undefined)	20.0	3.0%	6.8	-0.3	11.1	-8.4	0.8	-11.1	-1.3
O=C(OCN1C(=O)c2ccccc2C1=O)c1cccs1	2.3	2.0%	3.0	-1.9	-10.0	-24.4	-0.1	-5.6	-0.1
O=C1NC(c2ccncc2)Nc2ccccc21 (centres undefined)	-13.2	7.0%	11.8	-0.6	3.2	-28.9	-2.2	-2.8	-1.0
COc1ccc(Cl)cc1S(=O)(=O)N1CCN(C(=O)c2cc(OC)c(OC)c(OC)c2)CC1	-6.7	6.0%	-2.4	-1.2	-13.5	-4.0	4.3	-0.7	0.8
CC1(CC(=O)O)C(=O)N=C2C=CC=CN21 (centres undefined)	15.7	3.0%[fluoresces]	8.4	-0.7	4.6	-7.4	-43.5	-9.2	-0.7
CCOC(=O)N1CCN(c2c(NCCN3CCN(Cc4ccccc4)CC3)c(=O)c2=O)CC1	-0.6	3.0%	-5.7	-3.9	-9.0	26.4	-24.6	-16.3	-0.4
CCOC(=O)c1ccc2c(c1)nc(SCc1cn3ccsc3n1)n2CC	-6.3	6.0%	26.0	5.8	12.9	1.2	7.4	36.5	-0.1
CCOc1ccc2[nH]c(=O)c(CN(CCO)C(=O)c3ccc(Br)cc3)cc2c1	-12.3	19.0%	-8.0	0.6	-18.2	-18.6	-17.9	-11.6	-0.6
N#Cc1nc(-c2ccccc2)oc1N1CCCCC1	-13.5	4.0%[fluoresces]	5.6	-5.0	-12.6	3.8	-257.8[fluorescence artefact?]	23.8	0.4
CS(=O)(=O)N(CC(=O)N1CCN(Cc2ccc3c(c2)OCO3)CC1)c1ccc2c(c1)OCO2	-0.2	4.0%	-2.3	-0.8	6.5	-4.5	4.5	-8.8	0.3
O=C(CN1CCCCC1)NCCNC(=O)CN1CCCCC1	8.1	3.0%	0.7	-2.3	-11.2	-9.5	0.9	-5.7	1.2
COc1ccc(NC(=O)CCNC(=O)Cn2cnc3ccccc3c2=O)c(OC)c1	-5.0	2.0%	0.0	-2.4	-10.6	7.1	-0.3	-7.8	-0.1
Cc1cc2c3c(c1C)C1(C(=O)N3C(C)(C)CC2C)C(C#N)=C(N)Oc2n[nH]c(C)c21 (centres undefined)	21.5	6.0%	-2.1	-2.4	9.7	8.0	4.4	15.9	0.0
Cc1cc(C)n2nc(CC(=O)NC3CCCC(C)C3C)nc2n1 (centres undefined)	-4.4	9.0%	2.3	0.7	-4.1	3.2	-0.1	-8.1	-0.4
Cn1cc(S(=O)(=O)Cc2ccc(F)cc2)c2ccccc21	18.5	1.0%	-1.1	-1.7	-13.3	3.6	-1.8	-3.9	1.1
CCn1c(SCC(=O)Nc2ccc3c(c2)OCO3)nnc1-c1cnccn1	-8.1	1.0%	6.4	-0.8	6.1	-8.0	0.9	-1.9	-0.5
COc1ccc(N2CCN(c3nc(NCCc4ccc(OC)c(OC)c4)nc(OC)n3)CC2)cc1	-16.5	4.0%	20.8	5.2	46.1*	-15.2	-7.8	11.3	-0.1
COc1ccc(NC(C)=O)cc1NC(=O)CSc1nnc(-c2cccnc2)n1C	-2.3	3.0%	-8.9	2.3	-10.7	15.4	-5.5	-19.7	1.0
CCc1nnc(NC(=O)CCC(=O)N2CCN(CCc3ccccc3)CC2)s1	-13.3	5.0%	-6.3	0.4	-10.3	-15.9	-0.1	-14.0	0.4
O=C(CCc1nc(-c2ccccc2F)no1)NCCc1ccccc1Cl	2.0	5.0%	-17.7	-1.8	4.0	-0.5	2.5	10.2	14.7*
CC(=O)N1CCc2cc(S(=O)(=O)NCCC(=O)NCCc3ccc(C)cc3)ccc21	-24.8	6.0%	4.3	-2.0	-8.9	-7.9	-8.1	-20.9	0.2
N#Cc1c2n(c3c(=O)n(Cc4ccc(Cl)cc4)cnc13)CCCCC2	6.0	9.0%	2.9	-0.4	-23.3	-14.6	-3.3	25.4	0.0
O=C(Nc1ccc(O)cc1C(=O)O)c1ccc2c(c1)C(=O)N(Cc1ccco1)C2=O	-13.4	6.0%	2.7	3.8	-1.3	2.4	3.4	3.2	-0.2

Some of these compounds in order of molar mass, lowest first.
smiles	SF-1 act	NADH coupling	HTR1E antagonist	5HT1a ag	5HT1a antag	RORa activator	MMP-13 inhibitor	Ecoli tolC	HTR1E agonist
Cn1cc(S(=O)(=O)Cc2ccc(F)cc2)c2ccccc21	18.5	1.0%	-1.1	-1.7	-13.3	3.6	-1.8	-3.9	1.1
CCc1nnc(NC(=O)CCC(=O)N2CCN(CCc3ccccc3)CC2)s1	-13.3	5.0%	-6.3	0.4	-10.3	-15.9	-0.1	-14.0	0.4
COc1ccc(NC(C)=O)cc1NC(=O)CSc1nnc(-c2cccnc2)n1C	-2.3	3.0%	-8.9	2.3	-10.7	15.4	-5.5	-19.7	1.0

More structures.
smiles	SF-1 act	NADH coupling	HTR1E antagonist	5HT1a ag	5HT1a antag	RORa activator	MMP-13 inhibitor	Ecoli tolC	HTR1E agonist
Cc1csc(=O)n1CCC(=O)O	-2.4	4.0%	-3.5	-2.4	-17.8	-16.0	-1.3	-9.7	-0.1
CCOc1ccc(C=NC23CN4CN(CN(C4)C2)C3)cc1	21.2	0.0%	-4.9	0.1	-0.1	-24.9	2.7	8.3	-0.3
O=S(=O)(NC1CC1)c1ccc(S(=O)(=O)N2CCCc3ccccc32)cc1	-8.3	5.0%	6.7	-2.4	2.9	-5.3	2.7	37.6	0.1
CCOC(=O)C1=C(C)NC(=O)C1CC(=O)Nc1ccccc1 (centres undefined)	6.1	2.0%	-0.4	-0.5	·	4.6	-0.4	-2.4	-0.9
COc1ccc(C)cc1NC(=O)NCCC1=CCCCC1	-18.6	8.0%	-7.8	-4.2	4.9	-26.4	1.1	54.7	-0.9
CC(C)(C)NC(=O)c1ccc(NC(=O)C2COc3ccccc3O2)cc1 (centres undefined)	5.2	3.0%	-6.0	0.4	4.8	-7.3	0.2	23.8	-0.1
COc1cc(NS(=O)(=O)N2CCCC2)cc(OC)c1OC	-10.6	1.0%	-6.7	-2.8	-7.7	-13.3	5.1	-3.8	1.2
CCNc1nc(Oc2ccccc2)nc(OC(C)C(=O)OCC)n1 (centres undefined)	-5.2	7.0%	-7.7	0.0	·	-12.7	-4.3	1.9	-0.1
CCOc1ccc(NC(=O)COC(=O)c2cccnc2)cc1	-0.8	5.0%	-5.9	-2.3	-1.5	7.7	5.3	-4.8	4.1
Cc1ccoc1C(=O)NCc1occc1C(=O)O	19.0	2.0%	4.7	-0.1	-4.8	12.4	-11.7	-4.8	-1.4

Full records from above.
CCOc1ccc(C=NC23CN4CN(CN(C4)C2)C3)cc1 is listed as SF-1 act = 21.2; NADH coupling = 0.0%; HTR1E antagonist = -4.9; 5HT1a ag = 0.1; 5HT1a antag = -0.1; RORa activator = -24.9; MMP-13 inhibitor = 2.7; Ecoli tolC = 8.3; HTR1E agonist = -0.3
CCNc1nc(Oc2ccccc2)nc(OC(C)C(=O)OCC)n1 (centres undefined) is listed as SF-1 act = -5.2; NADH coupling = 7.0%; HTR1E antagonist = -7.7; 5HT1a ag = 0.0; 5HT1a antag = ·; RORa activator = -12.7; MMP-13 inhibitor = -4.3; Ecoli tolC = 1.9; HTR1E agonist = -0.1

(more compounds)
smiles	SF-1 act	NADH coupling	HTR1E antagonist	5HT1a ag	5HT1a antag	RORa activator	MMP-13 inhibitor	Ecoli tolC	HTR1E agonist
CCCNC(=O)NC(C(=O)OC)C12CC3CC(CC(C3)C1)C2 (centres undefined)	4.3	5.0%	2.7	-1.7	13.0	6.0	4.7	9.2	-0.4
CCc1c(C(=O)Nc2ccc(OC)c(Cl)c2)[nH]c(C)c1C(C)=O	34.5	3.0%	-5.7	-7.6	23.1	7.7	-6.8	-3.5	-0.7
O=C(NCc1ccco1)c1nn(-c2ccccc2)c(=O)c2ccccc12	-7.2	5.0%	-0.5	-0.5	6.4	-17.5	-0.7	2.8	-0.2
Cc1onc(-c2ccccc2Cl)c1C(=O)N1CCCc2ccccc21	4.8	2.0%	2.3	-2.3	9.2	-0.3	-1.6	16.4	-0.1
COc1cccc(Cn2c(NCC(C)C)nc3c2c(=O)n(C)c(=O)n3C)c1	24.9	8.0%	-11.1	4.3	·	-2.8	2.4	-1.7	-0.9
CSc1nnc(Cc2ccc3c(c2)OCO3)o1	-10.2	9.0%	2.9	-0.1	6.6	10.2	2.6	-3.1	-0.7
CCCOC(=O)Nc1nc2ccccc2o1	58.2*	11.0%	-4.5	-3.2	-3.9	33.9	6.9	-6.9	-0.6
CN1CCN(c2ccc(Cl)cc2NC(=O)c2cccc(S(=O)(=O)N(C)C)c2)CC1	9.1	2.0%	17.4	1.1	-4.2	-14.4	1.1	-1.0	1.1
O=S(=O)(c1ccc(Oc2ccc(S(=O)(=O)N3CCOCC3)cc2)cc1)N1CCOCC1	-21.4	5.0%	6.6	-0.7	-11.6	0.1	-0.1	10.9	-0.5
CCOc1ccccc1C(=O)NCCCN1CCN(CCCNC(=O)c2ccccc2OCC)CC1	8.8	1.0%	-4.5	-3.4	-3.8	-0.8	2.0	-2.8	-0.1
Cc1nc(C)c(C(=O)C2=C(O)C(=O)N(CCN3CCOCC3)C2c2cccs2)s1 (centres undefined)	7.7	4.0%	6.1	-0.9	-8.3	-8.1	-2.7	-10.7	0.7
CCOC(=O)c1c(NC(=O)Cc2cccs2)sc2c1CCCC2	-16.4	5.0%	7.8	6.3	-8.1	-16.6	-0.7	6.2	1.0
N#CC1=C(N)SC(N)=C(C#N)C1c1cccc(Oc2ccccc2)c1	-19.7	4.0%	6.3	4.4	20.9	11.6	-1.1	27.2	-1.2
CCNC(=O)CC1C(=O)N(c2cccc(OC)c2)C(=O)N1CCOC (centres undefined)	4.0	2.0%	-1.1	-2.0	2.8	-20.7	2.6	10.8	-0.4
O=C(Nc1nnc(C2CCCO2)s1)c1cccs1 (centres undefined)	36.1	7.0%	-10.9	0.5	-4.6	36.4	6.6	-12.0	0.2

Screening data from PubChem.
